human PMI inhibitors – human PMI inhibitors, high substrate, primary screen, biochemical, fluorescence intensity, high mannose 6-phosphate (AID 1220) | 190,000 tested, 0.66% active | recombinant PMI enzyme, coupled fluorescence intensity; higher % means a stronger effect | inhibition, % at 20 µM; hits with a dose series show IC50 in µM
PMI inhibitors – inhibitors of human PMI, primary screen, biochemical, fluorescence intensity, coupled assay (AID 1209). purified PMI enzyme, coupled fluorescence intensity; higher % means a stronger effect. 190,000 tested, 0.42% active. inhibition, % at 20 µM; hits with a dose series show IC50 in µM. Mannose-6-phosphate isomerase (Homo sapiens);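 note: plate controls were DMSO vehicle for no effect and wells lacking substrate for full effect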
TNAP activators – human TNAP enzyme activators, primary screen, biochemical, luminescent, no phosphate acceptor, uHTS (AID 1001); 200,000 tested, 0.03% active; activation fold at 20 µM, or EC50 in µM where a hit was titrated; purified TNAP, luminescent activation assay, no phosphate acceptor; higher activation fold means a stronger effect; in the data active = activation fold from about 3, or a potency from the dose series; inactive = the rest, 99 in 100 with activation fold below about 1.6; note: many of its hits are not listed in these tables
XIAP displacement – XIAP antagonists, biochemical, IAP family, fluorescence polarization (AID 1018); E3 ubiquitin-protein ligase XIAP (Homo sapiens); XIAP BIR domain, fluorescence polarization peptide displacement; higher % means a stronger effect; displacement, % at 20 µM, or IC50 in µM where a hit was titrated; 200,000 tested, 0.007% active; in the data active = displacement above about 50%; note: a part of the inactive calls stands beside numbers as strong as those of hits
Myeloid diff 2 – induction of myeloid progenitor differentiation, primary screen, cell-based, flow cytometry, MLPCN library. ER-HoxA9 myeloid progenitors, lysozyme-GFP differentiation. calls only at 10 µM. 360,000 tested, 1% active. AID 624256, 2012;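 active = normalized GFP-positive differentiation at or above the plate's own cutoff, the solvent-only control mean plus 3 SD; inconclusive = no clear call, values can overlap the other calls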;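 note: cells exposed to compound for four days before flow analysis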
SIAH1 antagonists – Siah-1 peptide-binding antagonists, primary screen, biochemical, fluorescence polarization, rhodamine-plectin, uHTS (AID 1817); E3 ubiquitin-protein ligase SIAH1 (Homo sapiens); Siah-1 / rhodamine-plectin peptide fluorescence polarization; higher % means a stronger effect; one-dose displacement, % at 20 µM; IC50 in µM for titrated hits; 290,000 tested, 0.02% active;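 active = displacement of at least 50% at 20 µM, with a fluorescence ratio check between 0.3 and a set limit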;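 note: plate controls were Siah plus tracer with DMSO for no effect and tracer alone without Siah for full effect; strong numbers were not always called active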
PhoP inhibition – inhibitors of PhoP regulon expression, primary screen, Salmonella Typhimurium, GFP reporter (AID 1863); S. Typhimurium PhoP-regulated promoter GFP reporter, 4 h; higher % means a stronger effect; inhibition, % at 50 µM, or IC50 in µM where a hit was titrated; 300,000 tested, 0.16% active;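 active = inhibition over 29.93%, a cutoff 3 SD above the screen mean, later confirmed by dose response; inconclusive = inhibition over 29.93% but no dose response follow-up; inactive = inhibition at most 29.93% or unconfirmed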;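 note: 0% = low Mg2+ inducing control and 100% = high Mg2+ repressing control; strong numbers were not always called active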
WT yeast gro inh – growth inhibition of WT strain, primary screen, mitochondrial fusion inhibitor project, WT and mutant strains, chemical genetic | 190,000 tested, 2.1% active | mitochondrial fusion phenotypic screen | inhibition, % at 10 µM; in the data active = inhibition above about 58%; tested in S. cerevisiae
RSV CPE inhibition – RSV antiviral activity via CPE protection, HEp-2 cells, primary 10 µM value included (AID 2391). 310,000 tested, 0.13% active. HEp-2 cells, RSV-induced CPE inhibition; higher % means a stronger effect. CPE inhibition, % at 10 µM, or IC50 in µM where a hit was titrated; in the data active = a potency from the dose series; inconclusive = CPE inhibition mostly from about 23% at the one dose, without a potency; inactive = the rest, 99 in 100 with CPE inhibition below about 21%; note: strong numbers were not always called active
WT yeast gro inh mutant strain – second read-out of WT yeast gro inh, no call of its own (marks repeat the call); inhibition, %; mitochondrial fusion phenotypic screen, mutant strain inhibition
Myeloid diff 2 GFP+ MAC1+ % – further read-out of Myeloid diff 2, marked with its call; GFP+ MAC1+ double positive, %; measured here: differentiation confirmed by MAC1 staining
An asterisk follows results filed as active; i = inactive; ? = inconclusive; . = not tested or not shown. Cut-off read from the data, not from the text of the source, unless noted: active = inhibition above about 50%; inactive = the rest.

SMILES	human PMI inhibitors	PMI inhibitors	TNAP activators	XIAP displacement	Myeloid diff 2	Myeloid diff 2 GFP+ MAC1+ %	SIAH1 antagonists	PhoP inhibition	WT yeast gro inh	WT yeast gro inh mutant strain	RSV CPE inhibition
COc1ccc(N2CC(C(=O)OCC(=O)c3cccc(OC)c3)CC2=O)cc1 (stereo not given)	8%	10%	1.1	-4.2%	i	3.0	3%	-4%	4	3	3.5%
CC1CCC/C(=N\NS(=O)(=O)c2ccccc2)C1 (stereo not given)	.	.	.	.	i	0.5	6%	3%	.	.	0.2%
COc1ccc(CN2C(=O)c3cccnc3C2=O)cc1S(=O)(=O)N1CCOc2ccc(C)cc21	.	.	.	.	i	3.6	-2%	-7%	.	.	2.4%
COc1cccc(NC(=O)N2CCCC2C(=O)NCc2ccccc2)c1 (stereo not given)	-2%	-5%	1.1	-4.1%	i	1.1	-3%	-6%	-7	-9	1.4%
Cc1c(C#N)c2ccccc2n1CCOc1ccccc1F	11%	13%	1.1	1.5%	i	2.1	6%	12%	4	10	19%
O=C(NCCc1csc(-c2cccnc2)n1)c1c(F)cccc1F	.	.	.	.	i	0.3	-5%	9%	.	.	2.8%
CCCc1nnc(SCC(=O)NC2CCCCC2)n1CCOC	.	.	.	.	i	1.8	-3%	-1%	.	.	1.3%
O=C(/C=C/c1ccccc1)c1ccoc1	9%	6%	1.1	-2.7%	i	0.7	6%	0%	-9	5	1.5%
CCCC(c1nnnn1CCOC)N1CCN(C(=O)c2ccco2)CC1 (stereo not given)	-13%	-16%	0.9	-1.1%	i	1.1	3%	5%	-20	12	1.5%
Cc1ccccc1N1C(=O)CC1(C#N)c1ccc(OCc2ccccc2)cc1 (stereo not given)	-2%	3%	1.1	-3.7%	i	0.7	1%	17%	11	8	4.5%
CCc1ccc(NC(=O)N2CCCCCC2)cc1	.	.	.	.	i	1.0	14%	-6%	.	.	1.1%
O=C(NCc1ccc(F)cc1)C1CCN(S(=O)(=O)N2CCOCC2)CC1	3%	1%	1.1	-8.5%	i	0.5	8%	-3%	-14	-2	1.9%
Cc1ccc(C(=O)NC2CCCCCC2)cc1N1CCCC1=O	-4%	8%	1.1	-1.5%	i	0.9	-2%	-8%	27	12	1.9%
COC(=O)n1ccc(C(=O)Nc2ccccc2F)n1	-1%	10%	1.1	-3.7%	i	1.0	0%	-4%	-9	5	1.5%
CCCn1cnc2scc(-c3ccc(OC)cc3)c2c1=O	.	.	.	.	i	0.8	-1%	0%	.	.	6.1%
Fc1ccc(C2CCCN2Cc2nc(Cc3ccccc3)no2)cc1 (stereo not given)	-5%	-7%	1.1	-6.7%	i	0.3	16%	-5%	6	8	1.2%
CCN1C(=O)/C(=C/N2CCc3ccccc3C2)SC1=S	.	.	.	.	i	0.3	3%	-6%	.	.	3.6%
CCOC(=O)c1c(C)[nH]c(C)c1S(=O)(=O)NCCCc1ccco1	.	.	.	.	i	3.0	-2%	2%	.	.	1.5%
Cc1ccc(N(CC(=O)Nc2ccc(S(=O)(=O)N3CCOCC3)cc2)S(C)(=O)=O)cc1C	3%	4%	0.9	-4.1%	i	3.1	3%	0%	-3	-6	6.4%
Cc1ccc(C)n1-c1ncn[nH]1	-4%	5%	1	-4.9%	i	0.6	-7%	-3%	-6	-1	1.0%
N#C/C(=C(/O)c1ccc(Cl)cc1)c1nc2ccccc2[nH]1	.	.	.	.	i	0.2	2%	-9%	.	.	0.2%
O=C(Cn1cnc2cc([N+](=O)[O-])ccc2c1=O)Nc1ccc(Br)cc1	.	.	.	.	i	0.3	-3%	-10%	.	.	10%
COCCCNC(=O)/C=C1\Sc2ccccc2N(Cc2ccccc2F)C1=O	6%	5%	1.1	-4.0%	i	0.3	2%	-8%	6	1	2.3%
CCN(CC)S(=O)(=O)c1cccc(C(=O)NC(C(=O)Nc2nnc(C3CC3)s2)C(C)C)c1 (stereo not given)	1%	1%	1.1	-7.7%	i	1.0	-6%	-22%	0	-4	3.0%
CC(C)(C)C(=O)Nc1nnc(Cc2ccccc2)s1	-4%	1%	1.1	-5.3%	i	13	4%	2%	-8	-10	1.0%
Cc1cc(C)cc(NC(=O)Cn2nnc(C(=O)NCc3ccc4c(c3)OCO4)c2N)c1	.	.	.	.	i	0.4	9%	1%	.	.	1.1%
CCOC(=O)C(NC(C)=O)(Nc1ccc(S(=O)(=O)Nc2onc(C)c2C)cc1)C(F)(F)F (stereo not given)	-9%	-6%	1.1	1.6%	i	1.0	-4%	-5%	17	13	0.1%
O=C(COC(=O)c1cc2ccccc2cc1O)c1ccccc1	.	.	.	.	i	0.3	-1%	-4%	.	.	0.5%
COC(C(=O)N/N=C(\C)CC(=O)Nc1ccc(Cl)cc1C)c1ccccc1 (stereo not given)	-7%	-1%	1.1	-2.0%	i	1.3	13%	.	-3	-2	-0.7%
COC(=O)c1ccc(NC(=O)Nc2ccc(C)cc2)cc1	5%	-2%	1.4	-1.9%	i	0.5	-8%	5%	-3	-8	.
CC(C)/C=C(/C(=O)c1ccc(Cl)cc1Cl)n1cncn1	.	.	.	.	i	0.0	1%	-5%	.	.	2.6%
Cc1ccc(OCC(=O)N/N=C/c2cccn2C)cc1C	.	.	.	.	i	0.5	-8%	-3%	.	.	0.0%
O=C(CN1CCCCC1)Nc1cccc(Oc2ccccc2)c1	-7%	-11%	1.2	-9.7%	i	1.2	-1%	9%	-16	-39	-1.1%
CN(C)c1ccc(NC(=O)CN2CCN(c3ccc(F)cc3)CC2)cc1	.	.	.	.	i	0.3	-7%	2%	.	.	-0.8%
N#Cc1cc2c(nc1SCc1ccccc1)CCCC2=O	2%	11%	1.1	-6.9%	i	1.9	-1%	-7%	17	21	4.8%
O=C1CSC(c2ccc(F)c(F)c2)N1c1ccccc1F (stereo not given)	.	.	.	.	i	0.6	-3%	-4%	.	.	3.4%
O=C(NC1CCCCC1)C1(c2ccccc2)CC1(Cl)Cl (stereo not given)	-6%	-7%	1	-18%	i	0.2	2%	10%	18	10	2.6%
CC(C)NC(=O)C(=O)NCCN1CCN(C(=O)c2ccc(C(C)(C)C)cc2)CC1	-3%	-6%	1.1	0.1%	i	0.7	4%	-6%	-14	6	3.0%
CC1(CCc2ccccc2)NC(=O)N(CC(=O)Nc2ccc3c(c2)OCCO3)C1=O (stereo not given)	1%	-8%	1.1	0.2%	i	0.2	7%	7%	15	-14	0.7%
CS(=O)(=O)N1CCc2cc(C(=O)N3CCN(c4cccc(Cl)c4)CC3)ccc21	.	.	.	.	i	0.7	5%	-3%	.	.	11%
COC(=O)c1[nH]c2c(c1C(=O)OC)CCc1ccccc1-2	.	.	.	.	i	1.0	-4%	-5%	.	.	19%
NNc1nc(-c2ccccc2)cs1	-100%	-59%	1.1	-5.7%	i	0.1	10%	-2%	13	35	1.0%
Cc1nc(SCC(=O)NCCc2ccc(Cl)cc2)nc(C)c1C	-4%	-5%	1.1	-0.9%	i	6.8	4%	0%	16	14	3.1%
CN(Cc1ccccc1)C(=O)c1ccc(Cl)c([N+](=O)[O-])c1	6%	2%	1.1	3.4%	i	0.6	5%	-4%	-6	-3	1.2%
CC(C)N(C)C(=O)CCc1nnc(CCc2c[nH]c3ccccc23)o1	-2%	2%	1.1	-2.9%	i	0.8	1%	-7%	5	7	0.8%
O=C(c1cc(Cl)nc2ccccc12)N1CCc2ccccc2C1	22%	0%	1.1	-1.2%	i	0.6	6%	8%	15	8	2.8%
O=C(NCCc1c[nH]c2ccccc12)C1CCC(Cn2c(=S)[nH]c3ccccc3c2=O)CC1 (stereo not given)	10%	6%	1	-5.8%	i	1.3	-3%	-8%	-9	-12	?
O=S(=O)(Nc1ccc(F)cc1)N1CCOCC1	.	.	.	.	i	0.6	-6%	11%	.	.	0.5%
CCOc1ccc(Oc2ccc(NC(=O)[C@@H](NC(N)=O)[C@@H](C)CC)cc2)cc1	.	.	.	.	i	0.6	-4%	8%	.	.	7.4%
COCCCNc1oc(COc2ccc(Cl)cc2Cl)nc1C#N	23%	14%	1.1	-6.6%	i	0.9	3%	2%	10	7	1.8%
COC(=O)C(NC(=O)c1ccc(C)cc1)(Nc1cccc(C)n1)C(F)(F)F (stereo not given)	11%	10%	1	2.9%	i	0.7	16%	3%	-18	-1	0.1%
CCc1cc2c(COC(=O)c3c(C)noc3C)cc(=O)oc2cc1O	2%	3%	1.1	-3.2%	i	0.3	2%	5%	-6	10	0.8%
CCn1c(NCc2cc(OC)ccc2OC)nc2ccccc21	-13%	-11%	1.1	-3.8%	i	1.1	2%	8%	-6	12	3.4%
COc1ccccc1NC(=O)NCCN1CCN(C(=O)Nc2ccccc2OC)CC1	-2%	2%	1.2	-3.8%	i	0.2	12%	5%	-17	2	-0.3%
O=C(O)/C=C/C(=O)Nc1ccccc1C(=O)Nc1ccccc1	-4%	0%	1.1	-1.9%	i	0.9	2%	-11%	-5	5	0.8%
Oc1c(Cl)cc(Cl)cc1/C=N/c1nccs1	-3%	18%	1.1	-3.6%	i	1.3	-2%	1%	-16	13	11%
c1ccc(-c2nccnc2-c2ccccc2)cc1	.	.	.	.	i	0.3	-1%	-1%	.	.	3.0%
COc1ccc(S(=O)(=O)Oc2c(OC)cc(C(=S)N3CCOCC3)cc2OC)cc1	.	.	.	.	i	0.8	3%	-7%	.	.	0.6%
O=C(Nc1ccc(C(=O)N2CCCC2)cc1)c1ccc(F)cc1Cl	.	.	.	.	i	2.5	-4%	6%	.	.	0.9%
COC(=O)c1c(NS(=O)(=O)Cc2ccccc2)sc2c1CCCC2	4%	2%	1.2	-0.4%	i	14	0%	9%	-1	-1	3.6%
O=C(CSc1nc2c([nH]c3ccccc32)c(=O)n1-c1ccccc1)NCC1CCCO1 (stereo not given)	.	.	.	.	i	1.3	8%	0%	.	.	2.7%

Entries of single compounds, quoted from the list.
Entry for Cc1cc(C)cc(NC(=O)Cn2nnc(C(=O)NCc3ccc4c(c3)OCO4)c2N)c1 → human PMI inhibitors: .; PMI inhibitors: .; TNAP activators: .; XIAP displacement: .; Myeloid diff 2: i; Myeloid diff 2 GFP+ MAC1+ %: 0.4; SIAH1 antagonists: 9%; PhoP inhibition: 1%; WT yeast gro inh: .; WT yeast gro inh mutant strain: .; RSV CPE inhibition: 1.1%
Entry for CC(C)(C)C(=O)Nc1nnc(Cc2ccccc2)s1 → human PMI inhibitors: -4%; PMI inhibitors: 1%; TNAP activators: 1.1; XIAP displacement: -5.3%; Myeloid diff 2: i; Myeloid diff 2 GFP+ MAC1+ %: 13; SIAH1 antagonists: 4%; PhoP inhibition: 2%; WT yeast gro inh: -8; WT yeast gro inh mutant strain: -10; RSV CPE inhibition: 1.0%
